CHO-K1 Ca antag: counter-screen for M1 antagonists: effect in parental CHO-K1 cells | inhibition, % at 3 µM | 360,000 compounds, 0.6% hits | ATP-induced calcium, Fluo-8 fluorescence;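 active = inhibition above a per-plate cutoff, the plate's mean sample inhibition plus 3 SD, cut at about 24% in these data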;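 note: 0% = DMSO plus EC80 ATP and 100% = DMSO alone without ATP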
M4 ag: CHRM4 agonism in calcium assay; activation, % at 3 µM; 360,000 compounds, 0.14% hits; CHO-K1 hM4/Gqi5, Fluo-8 calcium fluorescence; vehicle 0%, full acetylcholine response 100%;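 active = activation above the run mean over all test wells plus 3 SD, cut at about 32% in these data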;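 note: peak over basal fluorescence ratio per well then scaled between controls; 0% = DMSO wells and 100% = acetylcholine at EC100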
OXTR potentiate: potentiators of human oxytocin receptor; P30559; activation, % at 3 µM; 320,000 compounds, 0.061% hits; CHO-OTR cells, Fluo-8 calcium fluorescence, potentiator mode; 0% = oxytocin EC15, 100% = EC100;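 active = activation above that plate's cutoff, the mean activation of tested compounds plus 3 SD, cut at about 6.6% in these data, passing the limit was not always enough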;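 note: 100% uses oxytocin at 75 nM as the full agonist control; some results filed as inactive read as strong as hits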
Target sequence (P30559 whole entry, looked up): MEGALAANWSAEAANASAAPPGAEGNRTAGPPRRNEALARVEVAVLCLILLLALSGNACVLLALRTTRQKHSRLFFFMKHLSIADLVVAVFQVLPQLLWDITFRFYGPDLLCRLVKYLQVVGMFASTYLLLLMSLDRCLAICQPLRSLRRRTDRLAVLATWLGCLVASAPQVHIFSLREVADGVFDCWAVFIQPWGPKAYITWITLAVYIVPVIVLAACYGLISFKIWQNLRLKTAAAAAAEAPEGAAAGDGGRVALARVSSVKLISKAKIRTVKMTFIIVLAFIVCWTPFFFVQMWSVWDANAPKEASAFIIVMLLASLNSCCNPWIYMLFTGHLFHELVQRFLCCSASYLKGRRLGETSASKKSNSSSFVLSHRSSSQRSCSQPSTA
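Assay system: CHO cell line stably expressing human OTR | Also added: Oxytocin at about EC15, sub-maximal agonist stimulus | Times: Compound 6 min at room temperature before oxytocin, 100 s read | Measured by: Fluo-8 intracellular calcium fluorescence, ex 470-495, em 515-575 nm | Controls: EC15 oxytocin alone as 0%, 75 nM oxytocin as 100%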
M1 ag: activates human CHRM1 receptor. P11229. CHO-K1 hM1, Fluo-8 calcium fluorescence, agonist mode; 0% DMSO, 100% acetylcholine EC100. activation, % at 3 µM. 360,000 compounds, 0.33% hits;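 active = activation above the run's mean compound activation plus 3 SD, cut at about 16% in these data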;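 note: peak over basal fluorescence ratio within a 140 s kinetic read after compound addition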
Target sequence (P11229 whole entry, looked up): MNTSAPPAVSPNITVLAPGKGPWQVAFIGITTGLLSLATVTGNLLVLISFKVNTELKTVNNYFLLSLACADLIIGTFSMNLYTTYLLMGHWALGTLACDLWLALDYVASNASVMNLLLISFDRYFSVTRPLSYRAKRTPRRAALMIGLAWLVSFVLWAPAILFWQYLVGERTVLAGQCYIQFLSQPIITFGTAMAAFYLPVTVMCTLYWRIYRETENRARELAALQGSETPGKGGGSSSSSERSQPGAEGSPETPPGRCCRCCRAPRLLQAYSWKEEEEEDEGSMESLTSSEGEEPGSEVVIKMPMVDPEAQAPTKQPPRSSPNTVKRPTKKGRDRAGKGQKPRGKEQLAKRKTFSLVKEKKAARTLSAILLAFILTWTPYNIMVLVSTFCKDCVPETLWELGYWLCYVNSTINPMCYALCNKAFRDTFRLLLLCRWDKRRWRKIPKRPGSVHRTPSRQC
M1 ag parental: nonselective activator or artifact in parental CHO-K1 cells; Fluo-8 calcium fluorescence; scaled to maximal ATP response, vehicle zero; activation, % at 3 µM; 360,000 compounds, 0.48% hits; AID 602248; in the data active = activation above about 15%;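 note: untransfected CHO-K1 host cells lacking M1 receptor as counterscreen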
M1 PAM: potentiates human M1 receptor response to acetylcholine; P11229; CHO-K1 hM1, Fluo-8 calcium fluorescence, ACh EC20; 0% = ACh EC20, 100% = maximal ACh; activation, % at 3 µM; 360,000 compounds, 0.088% hits; AID 588819; in the data active = activation above about 19%, passing the limit was not always enough
CHRM4 antagonist: antagonists of human muscarinic M4 receptor (CHRM4); CHO-hM4 cells, ACh EC80, Fluo-8 calcium fluorescence; inhibition, % at 3 µM; 360,000 compounds, 0.73% hits; AID 624125;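 active = inhibition above its plate's cutoff, the mean inhibition of sample wells plus 3 SD, cut at about 27% in these data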;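 note: 0% = acetylcholine EC80 with DMSO and 100% = DMSO without agonist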
CHRM1 antagonist: antagonists of human M1 muscarinic receptor; P11229; CHO-K1 hM1, Fluo-8 calcium fluorescence, ACh EC80 antagonist; inhibition, % at 3 µM; 360,000 compounds, 1.3% hits; AID 588852;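 active = percent inhibition above its own plate's cutoff, namely the mean of that plate's compound wells plus 3 SD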;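 note: peak over basal fluorescence ratio during 140 s after agonist addition; 0% = ACh EC80 plus DMSO and 100% = DMSO alone without agonist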
CHO parental Ca: counter-screen: ATP calcium response change in parental CHO cells. parental CHO-K1, ATP-induced calcium, Fluo-8 fluorescence. inhibition, % at 5.6 µM. 330,000 compounds, 0.63% hits;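 active = inhibition above that plate's mean sample inhibition plus 3 SD, cut at about 26% in these data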;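 note: 0% = ATP-challenged DMSO wells and 100% = DMSO wells without ATP; some compounds past the cut are filed as inactive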
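Assay system – parental CHO cells · Reagent – ATP stimulus · Detection – intracellular calcium via Fluo-8 no-wash fluorescent dye · Evaluation – percent inhibition of ATP-evoked calcium rise, normalized to controls · Controls – ATP wells versus no-ATP DMSO wells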
* hit, by the source's call; nt = no result given. An unsorted share of the library; overall some 2.9% were active at least once.

1. CCCNC(=O)N(C)C[C@H]1Oc2ncc(Br)cc2C(=O)N([C@H](C)CO)C[C@H]1C
2. Cc1cccc(-c2n[nH]c(=S)n2/N=C/c2ccc(C)s2)c1
3. COc1ccccc1OCC(=O)NCC1CCCN(C(=O)c2ccccc2C(C)=O)C1 (stereo not drawn)
4. OC(COCc1ccc(Cl)cc1)CN1CCCCC1 (stereo not drawn)
5. Cc1ccc(-c2noc(CN3CCN(c4ccccc4F)CC3)n2)cc1
6. CC(C)(C)c1ccc(C(=O)OCC(=O)NCc2ccco2)cc1

compound no.,1,2,3,4,5,6
CHO-K1 Ca antag,-9,-10,-6,-13,-12,-8
M4 ag,0,-2,1,0,1,2
OXTR potentiate,nt,0,-3,-8,-1,-8
M1 ag,-2,-11,-2,-6,-7,-4
M1 ag parental,0.4,-0.5,0.9,1.2,-0.6,1.3
M1 PAM,6,-22,-1,11,3,-4
CHRM4 antagonist,4,9,-15,6,-13,-8
CHRM1 antagonist,-16,1,3,-3,-9,5
CHO parental Ca,nt,-6,-7,-3,-8,-5

7. CSc1ccc(CCNC(=O)CCc2nnc3ccc(N4CCCCC4)nn23)cc1
8. Cc1ccc(S(=O)(=O)N2C[C@H]3N(C(=O)OC(C)C)N(C(=O)OC(C)C)C[C@H](OC(=O)NCc4ccccc4)[C@@]3(O)C2)cc1
9. CCN(CC)CCCN1C(=O)C(=O)/C(=C(/O)c2ccc(Cl)cc2)C1c1ccccn1 (stereo not drawn)
10. O=C(NCC(=O)N(c1cccc(F)c1)C(C(=O)NC1CCCC1)c1cccnc1)c1ccco1 (stereo not drawn)
11. COC(=O)N/N=C\c1ccc(OC/C=C/c2ccccc2)cc1
12. CC1=CC(C)(C)N2C(=O)C3(NCCc4c3[nH]c3ccccc43)c3cccc1c32 (stereo not drawn)

compound no.,7,8,9,10,11,12
CHO-K1 Ca antag,-14,-5,-6,-7,-11,-5
M4 ag,5,2,0,1,6,0
OXTR potentiate,-6,nt,-15,1,nt,2
M1 ag,-8,-5,-1,-1,2,-3
M1 ag parental,0.8,1.0,-0.1,-0.2,5.0,-0.7
M1 PAM,8,-4,2,10,6,1
CHRM4 antagonist,0,0,-3,-4,-2,0
CHRM1 antagonist,-18,2,-10,-10,-4,3
CHO parental Ca,-16,nt,2,-1,nt,-21

13. COc1ccc(CCN(C)C(=O)C23CC4CC(CC(Cl)(C4)C2)C3)cc1OC
14. CCCn1c2ccccc2c2cnn(CC(=O)NC3CCCC(C)C3C)c(=O)c21 (stereo not drawn)
15. Cc1cc(NC(=O)/C=C/C(=O)N(CC(=O)NC2CCCC2)c2ccc(F)cc2)no1
16. Cc1ccc(C)c(NC(=O)CCc2nnc3ccc(N4CCCCC4)nn23)c1
17. Cc1ccc(S(=O)(=O)Nc2ccsc2C#N)cc1
18. Cc1ccc(S(=O)(=O)N2CCCCC2)cc1NC(=O)CNc1ccc(C(F)(F)F)cc1

compound no.,13,14,15,16,17,18
CHO-K1 Ca antag,-2,-13,-12,-19,-16,-3
M4 ag,2,0,1,3,0,9
OXTR potentiate,2,-3,8,2,-4,-7
M1 ag,-3,-2,0,-4,3,-2
M1 ag parental,0.4,0.6,0.2,1.9,0.1,4.0
M1 PAM,2,3,2,1,13,-5
CHRM4 antagonist,5,-3,-5,-6,-9,-9
CHRM1 antagonist,3,0,-2,2,-5,13
CHO parental Ca,-13,-8,-13,-22,-14,22

19. Cc1ccc(S(=O)(=O)N2CCN(C(=O)COC(=O)Cc3c(F)cccc3Cl)CC2)c(C)c1
20. Cc1ccc(-n2c(C)nn(CC3CC3)c2=O)cc1
21. CNc1oc(/C=C/c2ccccc2)nc1C#N
22. Nc1ncnc2c1ncn2[C@@H]1O[C@H](C(=O)Nc2cc(C(F)(F)F)cc(C(F)(F)F)c2)[C@@H](O)[C@H]1O
23. C/C(=N\Nc1ccc(Cl)c(C(=O)O)c1)c1ccc(Br)s1
24. Cc1cccc(CC(=O)NCCS(=O)(=O)N2CCN(c3cccc(Cl)c3)CC2)c1

compound no.,19,20,21,22,23,24
CHO-K1 Ca antag,-12,-6,-9,0,-32,-6
M4 ag,9,0,2,4,0,6
OXTR potentiate,nt,0,-5,nt,-11,-10
M1 ag,0,-5,-9,-2,-2,-1
M1 ag parental,3.6,7.3,1.6,0.1,1.3,4.1
M1 PAM,2,4,10,-10,-1,0
CHRM4 antagonist,-12,-20,-6,-5,3,2
CHRM1 antagonist,0,-7,-11,3,7,2
CHO parental Ca,nt,-4,-12,nt,9,-11

25. CCCOc1ccccc1NC(=O)c1ccc([N+](=O)[O-])cc1
26. CC1(C)CC(=O)C=C(NC2CCCCCCC2)C1
27. CCOC(=O)c1cnc(SCC(=O)Nc2ccc(N3CCOCC3)c(Cl)c2)nc1N
28. COc1ccnc2c1c(=O)n(Cc1cccc(Cl)c1)c(=O)n2C
29. NS(=O)(=O)c1ccc(NC(=O)CSc2n[nH]c(=O)n2Cc2ccccc2)cc1
30. COC(=O)C1(C(O)C(=O)c2ccc(C)cc2C)CCCCC1 (stereo not drawn)

compound no.,25,26,27,28,29,30
CHO-K1 Ca antag,-3,-8,-14,-9,2,3
M4 ag,2,0,2,1,0,0
OXTR potentiate,-10,4,-5,4,-4,-11
M1 ag,-3,-2,-3,-2,0,-4
M1 ag parental,1.0,0.0,1.7,0.4,1.4,-0.1
M1 PAM,10,11,-1,4,8,-2
CHRM4 antagonist,-5,7,-6,1,-9,-12
CHRM1 antagonist,-12,-11,0,-6,-9,3
CHO parental Ca,-30,-15,-16,-20,-6,-4

31. O=C(COC(=O)CCC(=O)c1cccs1)Nc1ncc(Cl)cc1Cl
32. N=C1SCC(=O)N1c1ccccc1Cl
33. Cc1nn(Cc2c(Cl)cccc2Cl)c(C)c1NC(=O)Cn1nc([N+](=O)[O-])c(Cl)c1C
34. COc1ccccc1C1CCN(c2ccc([N+](=O)[O-])c(OC)c2)CC1
35. Cc1ccc(CNC(=O)c2sccc2-n2cccc2)cc1
36. C=C1C(=O)C=C[C@]2(C)C[C@@H]3OC(=O)[C@](C)(O)[C@H]3C[C@@H]12

compound no.,31,32,33,34,35,36
CHO-K1 Ca antag,-4,-6,8,-4,2,-15
M4 ag,1,-2,1,1,-1,1
OXTR potentiate,2,1,1,-7,-9,-1
M1 ag,-4,-3,-4,1,-2,1
M1 ag parental,0.0,-0.1,0.5,5.0,0.2,0.3
M1 PAM,2,9,13,-6,0,3
CHRM4 antagonist,-13,4,-3,5,0,-13
CHRM1 antagonist,-7,-11,-9,6,11,-8
CHO parental Ca,-9,-6,-6,-8,-18,6

37. COc1cc2c(cc1OC)C(C)N(C(=O)c1c(C)noc1C)CC2 (stereo not drawn)
38. CC(=O)Nc1ccc2c(c1)C(=Nc1cccc(C)c1)c1ccccc1-2
39. COc1ccc(OC)c(C(=O)NC(CC(N)=O)c2ccc(NCc3ccc(F)c(F)c3)c([N+](=O)[O-])c2)c1 (stereo not drawn)
40. COC(=O)c1cc(Cl)cc2c(CCO)c[nH]c12
41. CSCCC(NC(=O)COc1ccccc1)C(=O)N1CCN(c2ccccc2F)CC1 (stereo not drawn)
42. Cc1c(C(=O)NCc2cccc(Cl)c2)sc(=O)n1Cc1ccc(F)cc1

compound no.,37,38,39,40,41,42
CHO-K1 Ca antag,1,-7,-8,-14,-17,-3
M4 ag,1,2,0,3,18,7
OXTR potentiate,-3,nt,0,0,-2,nt
M1 ag,0,-1,-2,-7,-1,-4
M1 ag parental,0.4,0.6,0.1,0.8,4.3,1.5
M1 PAM,17,17,1,0,-1,-7
CHRM4 antagonist,3,-13,-6,-5,-6,-21
CHRM1 antagonist,-8,-28,6,-2,4,-1
CHO parental Ca,4,nt,-8,-2,-12,nt

43. O=S(=O)(c1ccc(NC(=S)NC23CC4CC(CC(C4)C2)C3)cc1)N1CCCCC1
44. Cc1cccc(-c2nnc(-c3ccc4ccccc4c3)o2)c1
45. CCOc1ccc(S(=O)(=O)NCCC(=O)OCC(=O)N2CC(=O)Nc3ccccc32)cc1
46. Cc1ccccc1-c1cc2c(c3c1ccn3C)C1CCC2O1 (stereo not drawn)
47. CC(C)(C)N=C1C([N+](=O)[O-])=CC=C2C1=NC1(CCCCC1)N2O
48. COc1ccc2c(c1OC)C(=O)N1N=C(c3ccc(F)cc3)CC21 (stereo not drawn)

compound no.,43,44,45,46,47,48
CHO-K1 Ca antag,-6,-12,-1,2,6,-11
M4 ag,2,0,0,-3,0,3
OXTR potentiate,nt,nt,-7,nt,7,-4
M1 ag,-3,-2,-6,-6,2,-5
M1 ag parental,0.7,0.8,0.6,-0.2,-0.2,1.8
M1 PAM,-2,3,10,7,5,5
CHRM4 antagonist,-15,-3,9,-8,1,-8
CHRM1 antagonist,6,-18,-7,-5,-3,-7
CHO parental Ca,nt,nt,-11,nt,-1,-6

49. CCCCn1nnnc1NCc1ccc(C)cc1
50. Cc1ccc(-c2nnc(Nc3ccc4c(c3)OCO4)c3ccccc23)cc1S(=O)(=O)NCCO
51. CC(=O)Nc1ccc(S(=O)(=O)NC(CC(=O)NCCCN2CCOCC2)C(C)C)cc1 (stereo not drawn)
52. COc1ccccc1NS(=O)(=O)c1ccc(C(=O)N2CCCCCCC2)cc1
53. Cc1ccccc1NC(=S)N(C)Cc1cn(C)c2ccccc12
54. OCC[C@H]1C[C@@H](O)[C@H](O)[C@@]2(Cc3ccccc3CO2)O1

compound no.,49,50,51,52,53,54
CHO-K1 Ca antag,-7,-3,-11,-10,-7,-15
M4 ag,0,1,0,4,0,3
OXTR potentiate,nt,-1,-5,-12,-7,-3
M1 ag,0,-8,-2,0,-6,-1
M1 ag parental,0.2,0.6,-0.3,3.8,-0.5,0.1
M1 PAM,-4,-3,3,4,6,4
CHRM4 antagonist,4,5,5,7,-2,11
CHRM1 antagonist,2,-5,-16,-4,-4,5
CHO parental Ca,nt,16,-9,-4,-5,-8

55. O=C(COC(=O)CCC(=O)N1CCOCC1)Nc1ccc(Br)cc1Br
56. N=C1C(c2nc3ccccc3c(=O)[nH]2)=C(O)CN1CCO
57. O=C(CCNC(=O)c1ccco1)Nc1ccc(Cl)c(C(F)(F)F)c1
58. COc1ccc(S(=O)(=O)N2CCN(Cc3cccs3)CC2)cc1OC

compound no.,55,56,57,58
CHO-K1 Ca antag,-6,2,5,-14
M4 ag,0,0,12,8
OXTR potentiate,3,-6,-11,-8
M1 ag,2,-1,0,2
M1 ag parental,0.1,0.3,2.7,8.8
M1 PAM,9,-1,5,-1
CHRM4 antagonist,2,-9,-17,-4
CHRM1 antagonist,-9,-7,2,-1
CHO parental Ca,-7,-8,2,-8

Single records, from the list above. Order of values: CHO-K1 Ca antag	M4 ag	OXTR potentiate	M1 ag	M1 ag parental	M1 PAM	CHRM4 antagonist	CHRM1 antagonist	CHO parental Ca
Listed for COc1ccc(S(=O)(=O)N2CCN(Cc3cccs3)CC2)cc1OC = -14	8	-8	2	8.8	-1	-4	-1	-8
Listed for N=C1C(c2nc3ccccc3c(=O)[nH]2)=C(O)CN1CCO = 2	0	-6	-1	0.3	-1	-9	-7	-8
Listed for O=C(COC(=O)CCC(=O)N1CCOCC1)Nc1ccc(Br)cc1Br = -6	0	3	2	0.1	9	2	-9	-7
Listed for O=C(CCNC(=O)c1ccco1)Nc1ccc(Cl)c(C(F)(F)F)c1 = 5	12	-11	0	2.7	5	-17	2	2
